Screening results (PubChem BioAssay)
Arrestin-AP2 inh – human beta-arrestin and AP2 interaction inhibition | FITC-arrestin peptide / GST-AP2 beads, flow cytometry; AP2 beta2 appendage carries R879A mutation | inhibition, % at 10 µM | 0.31% of 340,000 active | AID 504490;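 active means inhibition above a set limit, near 3 SD of compounds lacking own fluorescence, cut at about 54% in these data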;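 further: plate controls were DMSO wells for no effect and 5 µM unlabelled arrestin peptide for full effect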
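System: GST-AP2 R879A bound to glutathione beads, E. coli-expressed. Also added: 50 nM FITC-arrestin peptide. Schedule: compound with beads 12 min RT, then probe 1 h RT. Signal: bead flow cytometry, FITC channel. Read-out basis: percent response.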
OPRM1-OPRD1 inv – inverse agonist of human OPRM1-OPRD1 heterodimerization; 0.21% of 340,000 active; inhibition, % at 9.3 µM; cell-based MOR-DOR heterodimer luminescence, inverse agonism; AID 504357; P35372+P41143; in the data active means inhibition above about 22%, passing the limit was not always enough;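 further: 0% = cells with DMSO and 100% = wells without cells with DMSO; values of inactives mirror those of a sister screen read the other way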
HTR5A inv ctr – HTR5A inverse agonism, opioid heterodimer counter-screen; HTR5A cell line, luminescence; 0.083% of 340,000 active; inhibition, % at 9.3 µM; in the data active means inhibition mostly above about 23%, no sharp cut-off; inactive means mostly below about 18%;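 further: 0% = cells with DMSO and 100% = no-cell wells with DMSO; some compounds called inactive have numbers as strong as hits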
PKA-R1A act – activates the PKA-R1A holoenzyme complex. P00514+P68181. PKA-R1A dissociation, Cy5-IP20 fluorescence polarization; scaled: DMSO 0%, 113 µM cGMP 100%. activation, % at 11.4 µM. 0.083% of 340,000 active. AID 504707;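 active means percent activation above the mean of all tested compounds plus 3 SD, cut at about 19% in these data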;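 further: higher means more PKAc released from R1A so a rise in polarization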
DAGLB inh – diacylglycerol lipase beta (human) inhibition; Q8NCG7; HEK293T DAGLB membrane lysate, EnzChek fluorogenic substrate; inhibition, % at 5.17 µM; 0.059% of 340,000 active; AID 504411; in the data active means inhibition above about 34%;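 further: 0% = enzyme with vehicle and 100% = wells lacking enzyme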
Target sequence (Q8NCG7 whole entry, looked up): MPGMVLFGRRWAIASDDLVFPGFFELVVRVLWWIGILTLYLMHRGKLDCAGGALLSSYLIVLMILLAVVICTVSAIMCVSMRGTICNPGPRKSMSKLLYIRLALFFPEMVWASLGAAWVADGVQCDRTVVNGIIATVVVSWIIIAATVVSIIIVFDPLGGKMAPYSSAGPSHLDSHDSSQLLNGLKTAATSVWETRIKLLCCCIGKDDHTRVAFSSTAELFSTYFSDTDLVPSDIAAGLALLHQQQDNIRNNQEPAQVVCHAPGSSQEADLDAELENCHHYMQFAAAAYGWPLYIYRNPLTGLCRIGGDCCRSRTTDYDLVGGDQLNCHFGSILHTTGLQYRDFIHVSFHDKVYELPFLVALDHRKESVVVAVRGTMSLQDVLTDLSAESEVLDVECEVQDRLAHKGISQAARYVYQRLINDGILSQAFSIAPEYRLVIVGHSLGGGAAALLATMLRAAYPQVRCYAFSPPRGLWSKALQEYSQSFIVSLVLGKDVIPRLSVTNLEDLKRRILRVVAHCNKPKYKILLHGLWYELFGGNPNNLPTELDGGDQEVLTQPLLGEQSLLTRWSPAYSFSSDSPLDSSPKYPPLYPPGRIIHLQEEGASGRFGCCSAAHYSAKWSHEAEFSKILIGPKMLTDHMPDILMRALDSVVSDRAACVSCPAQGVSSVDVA
Pemphigus Ab inh – human desmoglein-3 autoantibody binding inhibition; P32926; DSG3-coupled beads, scFv-anti-DSG3-GFP binding, flow cytometry; hits give low values; binding (percent of control), % at 10 µM; 0.48% of 310,000 active;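 active means binding more than 3 SD below its plate's average and above zero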;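 further: hits lower antibody fragment binding to DSG3; some compounds called inactive have numbers as strong as hits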
HTR5A ag – counter-screen for OPRM1-OPRD1 agonists: human HTR5A agonism. HTR5A agonist assay, luminescence, cell-based. activation, % at 9.3 µM. 0.61% of 340,000 active. AID 504692; in the data active means activation mostly above about 9.5%, no sharp cut-off; inactive means mostly below about 7.6%;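 further: 0% = cells with vehicle only and 100% = reference agonist; strong numbers were not always called active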
OPRM1-OPRD1 ag – OPRM1-OPRD1 heterodimerization agonism; AID 504326; 0.3% of 340,000 active; cells, luminescence; activation, % at 9.3 µM; P35372+P41143; in the data active means activation above about 18%;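 further: 0% = vehicle-treated cells and 100% = reference agonist; values of inactives mirror those of a sister screen read the other way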
V-ATPase pHluor – regulators of yeast V-ATPase proton transport | 0.37% of 350,000 active | S. cerevisiae, pHLuorin cytosolic pH fluorescence | response, % at 10 µM; in the data active means response mostly above about 7.3%, no sharp cut-off; inactive means mostly below about 5.4%; further: actives read high; inactives centre near 0; some compounds called inactive have numbers as strong as hits; reference of the scale not given here
PKA-R2B activ – activates the human PKA-R2B holoenzyme complex; PKA-R2B holoenzyme dissociation, Cy5-IP20 fluorescence polarization; R2B truncated from residue 108, S112A mutant; 0% DMSO only, 100% 113 µM cGMP; P22694+P31323; 0.079% of 340,000 active; activation, % at 11.4 µM;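 active means activation above a cutoff set at the mean over all compounds plus 3 SD, cut at about 18% in these data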;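 further: higher means more holoenzyme dissociation and a rise in polarization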
Target sequence (P31323 whole entry, looked up, other chains not shown, the tested form may be a part): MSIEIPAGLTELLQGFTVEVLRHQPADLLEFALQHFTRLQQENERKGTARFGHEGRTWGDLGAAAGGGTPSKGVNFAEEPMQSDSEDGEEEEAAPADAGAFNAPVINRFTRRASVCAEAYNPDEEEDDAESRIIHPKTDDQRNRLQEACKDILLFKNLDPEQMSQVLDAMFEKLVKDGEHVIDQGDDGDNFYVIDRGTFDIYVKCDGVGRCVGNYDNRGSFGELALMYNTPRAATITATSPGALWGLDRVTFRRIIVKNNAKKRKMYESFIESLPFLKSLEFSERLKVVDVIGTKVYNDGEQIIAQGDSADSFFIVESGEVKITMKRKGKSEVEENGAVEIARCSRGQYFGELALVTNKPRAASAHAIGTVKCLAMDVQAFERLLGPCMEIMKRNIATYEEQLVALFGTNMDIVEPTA
Starred values were filed as active, the others as inactive; nt = no result given.

SMILES	Arrestin-AP2 inh	OPRM1-OPRD1 inv	HTR5A inv ctr	PKA-R1A act	DAGLB inh	Pemphigus Ab inh	HTR5A ag	OPRM1-OPRD1 ag	V-ATPase pHluor	PKA-R2B activ
COC(=O)CNC(c1ccccc1)c1cc(C)ccc1NC(=O)CNC(=O)OCc1ccccc1 (stereo not drawn)	-8.2	-11.8	19.3	-12.2	-3.7	93.5	-0.9	2.1	-4.4	-1.9
CC(=O)OCC1=C(C(=O)O)N2C(=O)C(NC(=O)c3ccc(COc4ccc(Cl)cc4)o3)C2SC1 (stereo not drawn)	7.6	15.9	-5.0	-16.3	4.5	92.5	1.8	-3.5	-2.2	-1.2
COc1ccc(CCNC(=O)C(=O)NCC2OCCN2S(=O)(=O)c2cc(F)ccc2F)cc1OC (stereo not drawn)	-3.9	-9.9	-17.6	-5.8	0.0	102.8	-2.3	1.7	3.7	-15.2
O=C(NC1CC2CCCC(C1)N2C(=O)NC1CCCCC1)c1ccccc1 (stereo not drawn)	-3.4	6.0	-11.4	-7.0	0.0	100.8	-2.2	-1.1	-0.8	-4.5
COc1cc(/C=N/Nc2ccc(Cl)c(C(=O)O)c2)ccc1OC(=O)c1ccccc1F	-0.9	24.4	1.2	-6.3	6.4	98.8	-0.4	-4.6	-5.1	4.7
CC(=O)N(C)C1=C(O)c2ccccc2C(=O)C1=O	0.0	5.5	-1.4	-5.2	0.9	106.7	0.0	-1.0	-4.6	1.2
Cc1cccc(C)c1Nc1n[nH]c(=S)s1	nt	nt	nt	-3.8	2.0	102.0	nt	nt	2.5	6.9
CC(c1ccccc1)N1CCN(C(=O)CCl)CC1 (stereo not drawn)	-9.0	9.4	1.1	-9.7	-1.8	94.7	-0.4	-1.8	0.9	-11.5
Cc1cccc(-c2noc(-c3ccccc3C(=O)NCC3CCCO3)n2)c1 (stereo not drawn)	32.1	1.8	-1.3	2.8	-3.6	nt	0.5	-0.4	1.8	-1.7
Cc1ccc(-c2csc(N3CCC[C@@H]3C(=O)NCCn3c(C(F)(F)F)nc4ccccc43)n2)cc1	7.3	nt	nt	-1.0	1.0	nt	nt	nt	-1.6	-14.2
COCCn1c(=NC(=O)/C=C/c2ccccc2)sc2cc(NC(C)=O)ccc21	9.0	-33.2	-20.1	6.7	0.8	103.8	5.8	6.3	2.5	-3.3
Cc1ccc2c(c1)c1nc3ccccc3nc1n2CCN1CCOCC1	16.1	12.3	8.4	-19.1	0.8	86.8	-2.4	-2.3	-2.0	-8.4
Cc1cc(-c2ccccc2)c2nncn2n1	13.8	-2.3	-12.3	10.4	-0.2	101.9	0.9	0.4	6.8	12.9
O=C(CNC(=O)c1cc(S(=O)(=O)N2CCOCC2)ccc1N1CCCC1)Nc1ccc(F)c(F)c1	0.3	3.9	5.7	-2.6	-1.4	nt	-2.3	-0.9	-1.9	-1.4
CCCNC(=O)Cn1cnc2sc(C(=O)NCCN(CC)CC)c(C)c2c1=O	-6.4	3.7	10.3	7.1	1.7	109.5	6.3	-0.8	-0.1	-9.7
COc1ccc2c(c1)C(=O)CC(O)(C(F)F)O2 (stereo not drawn)	2.5	15.6	-9.3	-8.4	-0.2	117.9	0.1	-3.0	-0.1	12.8
Cc1nnc(C)n1/N=C/c1cccn1C	33.0	14.7	12.3	-1.4	-3.0	105.2	-5.2	-3.5	0.0	-5.2
C=C(C)CCOC(=O)C(CC(=O)O)NCc1ccco1 (stereo not drawn)	6.0	22.0	7.2	-1.1	1.7	96.6	-3.1	-4.3	0.2	-0.1
COc1cccc(Nc2nc(-c3cccs3)nc3ccccc23)c1	5.2	-7.8	5.4	1.5	-2.1	96.8	-2.0	1.1	-4.0	-12.4
COc1ccc(-c2cccc([C@H]3[C@@H]4C=CC[C@@H](C)[C@@H]4C(=O)N3Cc3ccccc3)c2)cc1	2.4	3.9	7.6	-11.5	-12.9	100.9	-2.2	-0.8	-2.4	-5.4

Of the compounds above, three contain a COOH group:
SMILES	Arrestin-AP2 inh	OPRM1-OPRD1 inv	HTR5A inv ctr	PKA-R1A act	DAGLB inh	Pemphigus Ab inh	HTR5A ag	OPRM1-OPRD1 ag	V-ATPase pHluor	PKA-R2B activ
CC(=O)OCC1=C(C(=O)O)N2C(=O)C(NC(=O)c3ccc(COc4ccc(Cl)cc4)o3)C2SC1 (stereo not drawn)	7.6	15.9	-5.0	-16.3	4.5	92.5	1.8	-3.5	-2.2	-1.2
COc1cc(/C=N/Nc2ccc(Cl)c(C(=O)O)c2)ccc1OC(=O)c1ccccc1F	-0.9	24.4	1.2	-6.3	6.4	98.8	-0.4	-4.6	-5.1	4.7
C=C(C)CCOC(=O)C(CC(=O)O)NCc1ccco1 (stereo not drawn)	6.0	22.0	7.2	-1.1	1.7	96.6	-3.1	-4.3	0.2	-0.1

(further entries)
SMILES	Arrestin-AP2 inh	OPRM1-OPRD1 inv	HTR5A inv ctr	PKA-R1A act	DAGLB inh	Pemphigus Ab inh	HTR5A ag	OPRM1-OPRD1 ag	V-ATPase pHluor	PKA-R2B activ
Cc1cc(NC(=O)CSc2ccc3nnc(-c4cccc(F)c4)n3n2)no1	-1.2	13.3	14.9	0.8	-1.4	119.9	3.7	-2.9	3.1	-8.3
C/C(=N\O)C1(C)N(O)C(C)(C)C(c2ccc(F)cc2)=[N+]1[O-] (stereo not drawn)	-11.1	19.2	-13.7	-10.9	0.2	76.1	5.4	-3.4	5.4	-5.1
C=C1CCC[C@]2(C)C[C@H]3OC(=O)C(CN4CCOCC4)[C@H]3C[C@@H]12 (stereo partly drawn)	0.2	19.5	-5.8	-3.7	-4.7	102.1	1.6	-3.9	-0.5	-14.6
CCc1c(C)c2nncn2[nH]c1=O	22.0	15.6	6.2	-6.4	-1.4	86.5	6.8	-2.6	-3.8	-5.0
CCCCOc1cccc(C(=O)N(Cc2ccccc2)C2CCS(=O)(=O)C2)c1 (stereo not drawn)	10.6	5.5	-8.8	-5.4	-0.5	106.7	3.6	-1.0	-0.8	4.1
Cc1ccc(S(=O)(=O)N2CCCCC2C(=O)O)cc1 (stereo not drawn)	28.4	3.6	-2.0	-11.7	-1.3	98.4	0.7	-0.7	2.7	-2.8
Nc1nnc(SCc2ccc(F)cc2)s1	-8.4	-1.1	-6.3	5.3	0.2	93.3	-1.7	0.2	1.9	-1.0
COCCNC(=S)NC(=O)CC12CC3CC(CC(C3)C1)C2	8.7	-28.4	-20.0	-6.8	-6.0	78.0	7.9	5.3	-3.6	-9.8
CCC(C)NCC(=O)Nc1ccc([N+](=O)[O-])cc1C(=O)Nc1ccccc1F (stereo not drawn)	-3.3	-5.1	-10.2	-0.6	-2.4	100.8	3.4	1.0	0.4	-1.3
CN=c1sc(C(=O)Nc2ccccc2)c(C)n1C	-2.4	9.1	7.8	3.7	-0.7	96.1	3.6	-1.7	-2.2	2.1
COc1ccc(NC(=O)CC2(CC(=O)O)CCCC2)cc1	36.6	14.6	-13.1	4.5	-1.8	109.8	3.7	-3.1	-1.6	3.8
COc1ccc(CCN(C)C(=O)c2ccc(COc3ccccc3)o2)cc1OC	-3.9	19.6	-15.8	2.1	0.0	109.6	6.6	-3.8	-4.6	4.0
CC(C)(C)NS(=O)(=O)c1ccc(CCC(=O)N2CCCC2)cc1	39.5	14.7	-16.5	-7.4	-3.6	100.7	6.4	-2.9	0.5	-3.5
CC1(C)CC(=O)C(C=Nc2ccccc2Sc2ccccc2)=C(O)C1	-8.2	-14.2	2.4	0.8	-6.2	106.7	-0.8	2.5	-1.2	-1.6
COc1ccc2c(c1OC)C(=O)N(C(C)C(=O)O)C2=O (stereo not drawn)	6.5	17.4	-11.5	-2.0	0.8	97.3	4.5	-3.1	0.3	-0.7
CCN(CC)C(=O)[C@H]1CC(CC(=O)NCC23CC4CC(CC(C4)C2)C3)C(=O)N2CCc3c([nH]c4ccc(OC)cc34)[C@]12C (stereo partly drawn)	0.5	7.5	-10.7	-5.5	0.7	100.3	3.1	-1.5	-3.1	-12.9
C(=N\N1CCOCC1)/c1cccs1	5.4	6.3	18.5	-3.0	-1.3	94.8	3.9	-1.0	-6.6	8.3
O=C(CCl)NC1(C(=O)O)CCCC1	nt	nt	nt	12.5	1.5	113.3	nt	nt	-1.5	1.6
CCOc1ccc(NC(=O)CC2C(=O)N(c3ccc(OC)cc3)C(=O)N2Cc2ccc(OC)cc2)cc1 (stereo not drawn)	-0.6	6.7	-12.8	-3.1	0.4	93.5	-2.8	-1.1	-0.9	-10.8
Cc1ccc(C(C)C)c(OCC(=O)NNC(=O)C2CSC3(C)CCC(=O)N23)c1 (stereo not drawn)	-4.7	6.6	8.2	7.9	-2.3	109.7	-3.0	-1.0	-1.2	-1.9
c1cc(-c2cn(C[C@H]3CC[C@@H]([C@@H]4CC[C@H](Cn5cc(-c6ccsc6)nn5)O4)O3)nn2)cs1	0.3	-13.4	-15.8	-0.3	-4.2	107.1	5.9	2.3	-7.6	-9.5
CCc1ccc(S(=O)(=O)c2nnn3c2nc(NCCNC(C)=O)c2ccccc23)cc1	4.4	-13.6	-27.5	-10.9	-1.7	80.8	11.1*	2.1	-4.5	-4.2
CC(=O)Oc1cc(C)cc2oc(=O)cc(-c3ccccc3)c12	-5.4	10.4	5.3	-8.8	0.0	145.9	-1.4	-2.2	-1.2	1.0
O=C(Nc1ccnn1C1CCN(Cc2cccc(OCCO)c2)CC1)C1CC1	47.5	17.7	-30.0	-9.0	-1.4	96.5	2.4	-3.2	4.5	13.8
Cc1cc(C)n2nc(C(=O)OCCOc3ccc(Br)cc3)nc2n1	-3.6	-0.4	-13.6	-3.2	1.5	96.4	-2.8	0.1	-1.9	-12.9
COc1ccc2nc(NC(=O)CSc3nnc(C)n3N)sc2c1	-12.6	6.4	12.7	-0.3	1.6	92.3	-3.3	-1.3	2.8	9.6
N#CC1=C(N)OC2=C(CC/C2=C\c2ccccc2)C1c1ccccc1 (stereo not drawn)	28.8	-2.9	-9.9	-6.7	-84.4	345.5	0.5	0.5	-11.5	-19.7
CCOC(=O)c1cccc(NC(=O)/C=C/c2cccc([N+](=O)[O-])c2)c1	-4.5	0.5	3.7	-6.4	-1.0	89.5	2.5	-0.1	3.3	-0.5
Cc1ccc(OCC(=O)Nc2ccc(S(=O)(=O)N3CCCC3)cc2)cc1	-7.0	-6.3	-1.4	-0.4	-1.2	110.5	1.2	0.9	0.4	-2.3
Nn1c(COc2ccccc2F)nnc1SCC(=O)NC1CCS(=O)(=O)C1 (stereo not drawn)	4.6	15.2	-17.2	-10.2	1.9	104.8	-1.3	-3.1	3.5	2.5
CCOC(=O)C1CCN(C(=O)c2ccc3c(c2)S(=O)(=O)c2ccccc2C3=O)CC1	-8.6	-12.0	-13.2	8.1	4.0	85.3	4.4	1.5	0.9	-11.5
CCCCn1c(CN2CCN(c3cccc(Cl)c3)CC2)nc2c1c(=O)[nH]c(=O)n2C	-0.2	-4.5	-10.9	-4.3	8.1	100.7	4.2	0.8	-4.5	-3.1
Cc1cc(C(=O)CN2C(=O)C(=O)N(C)C2=O)c(C)n1-c1cccc(S(=O)(=O)N2CCOCC2)c1	-9.5	10.9	2.6	-7.7	-1.6	98.5	-0.9	-2.2	0.0	-13.2
O=C(c1ccc(C#CC2(O)CCCCC2)cc1)N1CCOCC1	7.2	-7.7	-1.5	1.0	0.6	nt	0.5	1.5	6.3	1.0
